FadD28 binding = inhibitors of Mycobacterium tuberculosis FadD28 bisubstrate binding | inhibition, % at 12.5 µM | AID 588549 | 0.22% of 360,000 active | FadD28 bisubstrate probe binding, fluorescence polarization; in the data active means inhibition above about 8.5%, passing the limit was not always enough
UGM FP inh = blocks M. tuberculosis UGM enzyme. P9WIQ1. purified UGM, fluorescence polarization probe displacement. inhibition, % at 10 µM. 0.06% of 320,000 active; in the data active means inhibition above about 10%, passing the limit was not always enough
Target sequence (P9WIQ1 whole entry, looked up): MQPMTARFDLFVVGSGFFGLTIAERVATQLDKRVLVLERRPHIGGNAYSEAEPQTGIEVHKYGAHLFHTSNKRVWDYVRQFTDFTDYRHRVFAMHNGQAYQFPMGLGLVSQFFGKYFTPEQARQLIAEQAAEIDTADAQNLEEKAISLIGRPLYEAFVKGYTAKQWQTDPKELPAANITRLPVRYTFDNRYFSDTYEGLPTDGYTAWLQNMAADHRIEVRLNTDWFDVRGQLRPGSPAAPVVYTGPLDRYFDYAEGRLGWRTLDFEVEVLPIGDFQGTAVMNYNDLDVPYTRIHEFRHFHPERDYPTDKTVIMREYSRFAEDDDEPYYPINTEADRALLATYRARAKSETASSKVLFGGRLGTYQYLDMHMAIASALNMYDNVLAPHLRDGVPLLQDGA
Mtb BioA inh = BioA (M. tuberculosis) enzyme inhibition. inhibition, % at 9.99 µM. purified M. tuberculosis BioA enzyme, plate reader. 0.096% of 360,000 active; in the data active means inhibition above about 40%
Vc quorum ag = quorum light induction in luxS cqsA deficient V. cholerae | V. cholerae BH1578 lux reporter, luminescence, 6 h | activation, % at 18.7 µM | 0.16% of 350,000 active | AID 588436; in the data active means activation mostly above about 9.7%, no sharp cut-off; further: not every result past the cut was called active; inactives centre near 0; reference of the scale not given here
PfHsp40 yeast = restores yeast growth despite PfHsp40 toxicity | S. cerevisiae expressing PfHsp40, growth rescue, ATP luminescence | growth rescue, % at 12.5 µM | 0.68% of 340,000 active; in the data active means growth rescue above about 28%, passing the limit was not always enough;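 further: yeast W303a lacking pdr1 and pdr3 grown in galactose medium; growth measured after three days at 30 °C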
TcdB GH inh = inhibitors of Clostridioides difficile toxin B glycohydrolase; P18177; TcdB glycohydrolase enzymatic assay, plate reader; inhibition, % at 9.99 µM; 0.24% of 350,000 active; in the data active means inhibition above about 10%
Mtb FBA inh = Mtb fructose-bisphosphate aldolase inhibition; purified M. tuberculosis FBA, fluorescence read-out; 2.3% of 360,000 active; inhibition, % at 1 µM; P9WQA3; in the data active means inhibition above about 27%;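 further: 0% = vehicle and 100% = reference inhibitor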
Target sequence (P9WQA3 whole entry, looked up): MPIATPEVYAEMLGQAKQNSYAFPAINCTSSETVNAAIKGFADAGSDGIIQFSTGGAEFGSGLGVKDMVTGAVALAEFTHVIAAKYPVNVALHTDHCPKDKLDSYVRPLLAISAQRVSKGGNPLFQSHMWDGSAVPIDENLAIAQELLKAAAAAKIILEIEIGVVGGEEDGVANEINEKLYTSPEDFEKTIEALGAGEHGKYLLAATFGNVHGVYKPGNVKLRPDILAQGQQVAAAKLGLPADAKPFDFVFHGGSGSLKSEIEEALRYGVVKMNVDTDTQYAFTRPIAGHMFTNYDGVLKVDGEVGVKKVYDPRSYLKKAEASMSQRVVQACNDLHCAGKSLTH
GDH-TPI counter = inhibits GDH-TPI coupling enzymes, artifact for Mtb FBA screen | GDH-TPI coupled enzyme counterscreen, NADH absorbance | inhibition, % at 4.8 µM | 1.2% of 360,000 active; in the data active means inhibition above about 30%;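 further: 0% = DMSO wells and 100% = wells lacking the enzyme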
Yp Topo-I inh = blocks Yersinia pestis topoisomerase I activity. Y. pestis Topo-I cleavage product accumulation, plate reader. AID 504884. activity, % at 10 µM. 0.064% of 360,000 active; in the data active means activity above about 50%, passing the limit was not always enough; further: inactives centre near 2
* marks the source's active call; other numbers are inactive results; i = inactive; x = not tested or not shown.

SMILES | FadD28 binding | UGM FP inh | Mtb BioA inh | Vc quorum ag | PfHsp40 yeast | TcdB GH inh | Mtb FBA inh | GDH-TPI counter | Yp Topo-I inh
COC(=O)c1cc(NC(=O)C2C3C=CC(C3)C2C(=O)O)cc(C(=O)OC)c1 (centres undefined) | -1.6 | x | -1.1 | i | -1.1 | x | 9 | -2 | -12
CCOC(=O)N1CCN(C(=O)CSc2nnc(-c3ccc(C)c(C)c3)o2)CC1 | -3.4 | -0.1 | -0.6 | -0.2 | 4.0 | -0.9 | 1 | -11 | 16
O=C(Nc1nnc([C@H]2C[C@H](O)[C@@H](CO)O2)s1)c1cccc(C(F)(F)F)c1 | -1.3 | x | -0.6 | -0.7 | x | -2.0 | -2 | 7 | 0
CCOC(=O)c1nc(N/N=C/c2ccccc2)sc1Br | 0.0 | 0.6 | -1.4 | -0.6 | 0.8 | 0.3 | -1 | 24 | 34
O=C(NCc1ccc2c(c1)OCO2)c1ccc(N2CCCC2=O)cc1 | -0.1 | 3.3 | 2.4 | i | 0.9 | x | 2 | 7 | 7
COCCNC(=O)C1c2ccccc2C(=O)N(CCOC)C1c1ccc(F)cc1 (centres undefined) | -3.9 | 0.8 | 1.0 | i | -1.0 | x | 2 | -11 | -2
Cc1cc(N/C(=N\S(=O)(=O)c2ccc(Cl)cc2)c2ccc(F)cc2)no1 | -0.4 | 0.0 | -3.5 | -0.6 | 1.3 | x | 1 | -2 | -8
Nc1c(/C=C2\C=Nc3ccccc32)c(=O)nc2sc(CC(=O)N3CCOCC3)nn12 | -1.5 | 4.9 | -1.9 | -0.2 | -0.5 | -1.0 | -3 | 9 | -1
O=C(O)C1CC=CCC1C(=O)Nc1cc(Cl)ccc1Cl (centres undefined) | -3.7 | 3.3 | -1.1 | i | 1.4 | x | 2 | -4 | -1
CCOc1ccc(NC(=O)c2ccc3c(c2)OCCO3)cc1S(=O)(=O)N(CC)CC | -3.0 | -0.3 | 0.3 | -0.3 | 0.6 | 0.0 | 1 | 2 | 5
COc1ccccc1OCc1nnc(SCC(=O)N2CCCCC2)n1-c1ccccc1 | -4.4 | 2.9 | 1.6 | -0.3 | 0.8 | x | 1 | -3 | 15
CCOC(=O)C(/C(C)=N/NC(=O)C1CC1c1ccccc1)C(C)C (centres undefined) | 0.1 | -1.3 | x | 3.3 | -0.4 | x | 2 | 3 | 14
CCCCOc1ccc(-c2ncc(C(=O)OCC)c(N)n2)cc1 | -3.7 | -2.8 | -0.8 | i | 2.8 | x | 0 | 9 | -2
CCOC(=O)CNC(=O)CSc1nnc(NC(=O)c2ccccc2Cl)s1 | -1.8 | 2.0 | -2.6 | 0.6 | 0.8 | 0.8 | 5 | 9 | -7
CC(Oc1ccc2c(-c3ccccc3)cc(=O)oc2c1)C(=O)O (centres undefined) | -0.2 | 0.6 | 1.4 | 7.7 | 1.1 | x | -1 | 18 | -1
CC(=O)Nc1ncc(Sc2ccc([N+](=O)[O-])cc2)s1 | -0.9 | x | -0.3 | 3.2 | -0.2 | 0.5 | 0 | 2 | 5
CCCCC(=O)Nc1cccc(-c2cn3ccccc3n2)c1 | -2.4 | -2.3 | 1.6 | 0.9 | 0.7 | 0.4 | 33* | 4 | 3
COc1ccc(CCN2CC(C(=O)OCc3ccccc3Cl)CC2=O)cc1OC (centres undefined) | 0.0 | x | 2.3 | -0.9 | -0.6 | -0.9 | 1 | 2 | 17
CCC(=O)Nc1ccc(C(=O)Nc2ccc3c(c2)C(=O)N(CC2CCCO2)C3=O)cc1 (centres undefined) | -3.7 | 2.2 | -0.2 | -4.5 | -1.0 | x | -6 | 9 | -1
Cc1ccc(C#N)c(SCc2ccccc2F)n1 | -7.2 | -1.7 | 4.2 | -0.4 | x | 1.1 | 0 | -12 | -7
COc1ccc(C(=O)NCc2nnc(SCC(=O)Nc3ccc4c(c3)OCO4)o2)cc1 | -4.6 | -1.1 | x | i | -0.4 | 0.4 | -2 | -1 | -7
CCc1ccc(S(=O)(=O)Nc2ccc(O)c3c(=O)cc(-c4ccccc4Cl)oc23)cc1 | -4.4 | 3.8 | -1.9 | 2.2 | 3.7 | 1.0 | 5 | 13 | 7
CN(Cc1ccccc1)S(=O)(=O)c1ccc(Cl)c(C(=O)NCCc2ccccn2)c1 | -0.7 | 0.9 | 0.4 | -1.3 | 0.8 | -1.5 | 1 | -2 | 15
Cc1cc2c(C)ccc(C)c2nc1SCC(=O)c1cccs1 | -2.7 | -0.7 | -2.3 | -1.2 | -1.7 | x | -2 | 9 | 7
CC(=O)c1ccc(N2CCN(S(=O)(=O)c3ccc4c(c3)C(Cl)(Cl)C(=O)N4)CC2)cc1 | -1.6 | x | 8.2 | -0.1 | x | -0.2 | 0 | 32* | 49
COc1ccc(CCN(C)C2CCCN(C(=O)c3sccc3C)C2)cc1OC (centres undefined) | -1.4 | -3.3 | 5.9 | -0.1 | -1.8 | 1.0 | 2 | 3 | 12
N#CCCN1CCCc2cc(N=Nc3ccc(C(F)(F)F)cc3)ccc21 | -0.7 | 0.5 | -0.9 | i | -0.2 | 1.2 | -16 | 2 | 19
C/C=C(\C)C(=O)NCCN1C2=NC[C@@H](C)N2C[C@@H]1Cc1ccc(OC)cc1 | 0.5 | -0.3 | -2.2 | -0.2 | -0.6 | 1.0 | 2 | -1 | -3
OCCN(Cc1nc(-c2ccc3c(c2)OCO3)no1)Cc1cccs1 | -0.2 | 1.8 | 2.6 | 0.1 | 1.2 | 1.5 | 7 | 24 | 11
COc1ccc(S(=O)(=O)N2CCOC2CNC(=O)C(=O)NCc2ccncc2)cc1OC (centres undefined) | 0.3 | 1.0 | 0.4 | -0.3 | 1.5 | -0.9 | 0 | 0 | 2
O=C(CC(C(=O)O)c1ccc(Cl)cc1)c1ccc(Cl)c(Cl)c1 (centres undefined) | 1.0 | 0.9 | -0.2 | -1.2 | -1.8 | 2.9 | -2 | 5 | -1
O=C(NCCO)/C(=C\c1ccc([N+](=O)[O-])o1)NC(=O)c1ccccc1 | -0.8 | -1.3 | x | -0.2 | x | 5.4 | 3 | 14 | -10
N#CCCNCC1(c2ccccc2)CCCC1 | -3.9 | -0.4 | -0.7 | 3.0 | 2.7 | x | 1 | -11 | -8
Cc1cc2[nH]ncc2cc1NC(N)=S | 0.7 | -0.7 | -4.8 | i | 0.2 | -0.9 | 1 | 4 | -6
COc1ccc(CCNc2ncnc3c2c(C)c(C)n3CCCN(C)C)cc1OC | -0.6 | -0.1 | 2.5 | -0.5 | 0.3 | 0.8 | -1 | -1 | 0
COc1ccc(Cl)cc1C(=O)Nn1cnc2ccccc2c1=O | 1.7 | 0.4 | -9.6 | -0.5 | -1.4 | -0.2 | 2 | 4 | 5
O=c1[nH]c(=S)[nH]nc1Cc1ccc(Cl)c(Cl)c1 | -3.3 | 2.4 | 0.4 | -10 | 0.1 | -0.3 | 6 | 9 | -1
Cc1ccc(OCc2nc(-c3ccccc3)no2)cc1 | -0.2 | -0.6 | -1.6 | 2.4 | 1.7 | 2.1 | -1 | 3 | 24
CC(C)(C)NC(=O)C[C@H]1C[C@H](C(=O)N2CCOCC2)[C@@]2(C)c3[nH]c4cc(-c5ccco5)ccc4c3CCN2C1=O | -3.8 | x | 0.7 | 6.2 | 2.2 | x | 31* | 5 | 8
COC(=O)C1=C(c2ccc(OC)cc2)OC(=O)C1(C)C | -0.8 | 1.4 | 0.4 | i | -1.2 | 1.2 | 5 | 8 | -4
CSc1nc2nc(-c3ccccc3)cc(C(F)(F)F)n2n1 | -3.9 | 0.5 | -0.8 | i | -0.1 | x | 37* | 12 | 2
COc1ccc(C)cc1NC(=O)C1CCCN(S(=O)(=O)c2ccc3c(c2)CCCN3C(C)=O)C1 (centres undefined) | -0.7 | -1.7 | 0.0 | -0.9 | -0.8 | 2.3 | -1 | 4 | 3
COC(=O)c1cc(COc2ccc3oc(C)c(C(=O)OC)c3c2)c(C)o1 | -1.5 | 0.5 | -0.7 | i | 2.4 | -0.2 | 0 | 8 | 40
CC(OC(=O)c1cccc(S(=O)(=O)N2CCCC2)c1)C(=O)c1ccccc1 (centres undefined) | -0.3 | -1.1 | -1.0 | i | -0.4 | -4.4 | 1 | 4 | 36
O=C(c1cccs1)N1C[C@@H](n2cc(-c3ccc(F)cc3)nn2)[C@H](O)C[C@@H]1c1ccccc1 | -4.0 | x | -2.7 | -0.4 | x | 0.3 | -2 | -4 | 12
COc1ccccc1-c1cc(C(=O)NCCN2CCOCC2)no1 | -4.6 | 1.2 | -0.6 | 0.2 | 0.5 | x | 1 | 5 | -8
CCn1c2ccccc2c2cc(NC(=O)CSc3nnc(-c4ccccc4)o3)ccc21 | -0.8 | -1.4 | x | -0.2 | 2.8 | x | -1 | 7 | 5
CC(C)Oc1ccc(CCC(=O)NNC(=O)CCC(=O)O)cc1 | -3.8 | 1.5 | x | i | 0.5 | 0.3 | 1 | -7 | 2
CCOc1nc(OCC)c2[nH]c(C(=O)O)c(Br)c2n1 | -2.3 | x | x | 0.8 | -0.8 | 3.2 | -2 | 3 | 5
O=C(OCc1cn([C@H]2C[C@H](c3ccc(Cl)cc3)N(C(=O)C3CCCCC3)C[C@@H]2O)nn1)c1ccccc1 | -0.9 | x | -1.3 | -0.2 | x | 0.4 | -1 | 11 | 32
CC(=O)NC(c1cc(Cl)c2ccccc2c1O)C(C)C (centres undefined) | -5.2 | 2.1 | -0.8 | i | 0.7 | -0.6 | 8 | 8 | -2
CC(C)(C)NC(=O)CSc1nncn1NCc1ccccc1 | -2.1 | -2.0 | -0.2 | -0.2 | -1.3 | x | 1 | 0 | 5
CCCn1nc(C(=O)N2CCc3ccccc3C2)c2ccccc2c1=O | -1.9 | -1.5 | 8.9 | -5.2 | -0.7 | x | 5 | 16 | 3
NS(=O)(=O)c1ccc(CCNC(=O)c2ccc(CS(=O)(=O)c3ccc(Br)cc3)o2)cc1 | -4.6 | -0.1 | 0.2 | -6.7 | -0.9 | 12* | 0 | 1 | 8
Cc1ccc(NC(=S)Nc2cccnc2)c(S(=O)(=O)N2CCCCC2)c1 | -2.3 | -2.0 | x | i | 0.3 | 0.7 | 2 | -3 | 6
O=C(N[C@@H](Cc1ccccc1)C(=O)Nc1ccc(F)cc1)C1CCNCC1 | 0.1 | 5.9 | -3.1 | -0.2 | -0.3 | -0.7 | 2 | -2 | -3

Molecules from the list above with a COOH group, in the order listed:
SMILES | FadD28 binding | UGM FP inh | Mtb BioA inh | Vc quorum ag | PfHsp40 yeast | TcdB GH inh | Mtb FBA inh | GDH-TPI counter | Yp Topo-I inh
COC(=O)c1cc(NC(=O)C2C3C=CC(C3)C2C(=O)O)cc(C(=O)OC)c1 (centres undefined) | -1.6 | x | -1.1 | i | -1.1 | x | 9 | -2 | -12
O=C(O)C1CC=CCC1C(=O)Nc1cc(Cl)ccc1Cl (centres undefined) | -3.7 | 3.3 | -1.1 | i | 1.4 | x | 2 | -4 | -1
CC(Oc1ccc2c(-c3ccccc3)cc(=O)oc2c1)C(=O)O (centres undefined) | -0.2 | 0.6 | 1.4 | 7.7 | 1.1 | x | -1 | 18 | -1
O=C(CC(C(=O)O)c1ccc(Cl)cc1)c1ccc(Cl)c(Cl)c1 (centres undefined) | 1.0 | 0.9 | -0.2 | -1.2 | -1.8 | 2.9 | -2 | 5 | -1
CC(C)Oc1ccc(CCC(=O)NNC(=O)CCC(=O)O)cc1 | -3.8 | 1.5 | x | i | 0.5 | 0.3 | 1 | -7 | 2
CCOc1nc(OCC)c2[nH]c(C(=O)O)c(Br)c2n1 | -2.3 | x | x | 0.8 | -0.8 | 3.2 | -2 | 3 | 5
